Tau fibril ThT: qHTS for Inhibitors of Tau Fibril Formation, Thioflavin T Binding; AID 1460, 2008; Potency, µM (top dose mostly 57.4 µM), inactives show at the top dose activity, negative = inhibition, usual class: inhibitors; recombinant tau K18 P301L, heparin-induced fibrillization, ThT fluorescence; Microtubule-associated protein tau (Homo sapiens), P10636; 270,000 tested, 2.1% active; also: % is scaled to controls: 0 for no effect and ±100 for the full control effect; nearly all actives have a fitted effect of over 55% in size
Target sequence (P10636 561-689 P618L limits assumed): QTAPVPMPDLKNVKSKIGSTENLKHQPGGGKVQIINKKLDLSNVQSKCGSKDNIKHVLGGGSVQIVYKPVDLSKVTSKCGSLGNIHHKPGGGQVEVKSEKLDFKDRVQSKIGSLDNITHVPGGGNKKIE
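ThT emission at 510 nm, taken 1 hr after adding 30 uM dye, quantifies aggregates formed when 20 uM heparin acts on human tau K18 P301L for 6 hr at 37 C.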
KDM4E inh: qHTS Assay for Inhibitors of Human Jumonji Domain Containing 2E (JMJD2E). 230,000 tested, 1.6% active. JMJD2E catalytic domain, FDH-coupled NADH fluorescence (FDH is formaldehyde dehydrogenase). Potency, µM (series often up to 57.1 µM), without a hit: at the top dose activity change, negative = inhibition, hits mostly inhibitors. Lysine-specific demethylase 4E (Homo sapiens), B2RXH2; active = well fitted inhibition curve with a large enough effect, not every such curve was filed as active; inconclusive = small, poorly fitted or top-dose-only effect, or another doubt; inactive = no such curve, though single readings can be large or run the other way;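 also: 0% = wells with enzyme and -100% = buffer wells without enzyme; nearly all actives have a fitted effect of over 50% in size; many of its hits are not listed in these tables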
Target sequence (B2RXH2 1-337 limits assumed): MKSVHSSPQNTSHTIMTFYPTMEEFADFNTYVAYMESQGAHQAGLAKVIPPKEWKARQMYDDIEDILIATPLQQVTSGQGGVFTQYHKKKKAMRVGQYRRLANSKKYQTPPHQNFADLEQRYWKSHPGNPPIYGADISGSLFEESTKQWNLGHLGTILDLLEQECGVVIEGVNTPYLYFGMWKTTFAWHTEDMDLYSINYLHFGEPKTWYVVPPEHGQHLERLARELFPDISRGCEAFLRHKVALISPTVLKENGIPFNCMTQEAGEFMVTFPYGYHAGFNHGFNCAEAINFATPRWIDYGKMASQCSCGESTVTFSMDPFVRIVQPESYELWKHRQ
Tau FP inhib: qHTS for Inhibitors of Tau Fibril Formation, Fluorescence Polarization; Microtubule-associated protein tau (Homo sapiens), P10636; K18 P301L tau heparin fibrillization, Alexa594 FP, 6 h; Potency, µM (top dose mostly 57.7 µM), without a hit: top-dose activity, negative = inhibition, usual class: inhibitors; 280,000 tested, 0.39% active; also: % is scaled to controls: 0 for no effect and ±100 for the full control effect; nearly all actives have a fitted effect of over 55% in size
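Quantitative HTS format: compounds meet 15 uM recombinant K18 P301L tau and Alexa 594-tau tracer in 100 mM sodium acetate pH 7; 20 uM heparin triggers fibrillization at 37 C over 6 hr; FP gives the signal.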
HTT ATP protect: qHTS Multiplex Assay to Identify Dual Action Probes in a Cell Model of Huntington: Cytoprotection (ATP); AID 1471, 2008; 230,000 tested, 0.14% active; Potency, µM (series often up to 56.4 µM), for the others: cytoprotection (ATP increase), most hits filed as activators; PC12 HTT-Q103 induced, cytoprotection, ATP luminescence, 40 h;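 also: % of control where 0% means no effect; nearly all actives have a fitted effect of over 45% in size; toxic huntingtin expression switched on by the ecdysone agonist tebufenozide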
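PC12 cells with ecdysone-inducible HTT exon 1 Q103-GFP, induced with 100 nM tebufenozide and co-treated with library compounds in a dose series (1536-well, 1500 cells/well). Cytoprotection read as ATP content by ATPlite luminescence.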
ALDH1A1 inh: qHTS Assay for Inhibitors of Aldehyde Dehydrogenase 1 (ALDH1A1). Aldehyde dehydrogenase 1A1 (Homo sapiens), P00352. Purified ALDH1A1, NADH fluorescence, propionaldehyde substrate. Potency, µM (top dose mostly 75.3 µM), for inactives: at the highest dose activity, negative = inhibition, hits mostly inhibitors. 220,000 tested, 7.3% active. AID 1030, 2008; active = well fitted inhibition curve with a large enough effect, not every such curve was filed as active; inconclusive = small, poorly fitted or top-dose-only effect, or another doubt; inactive = no such curve, though single readings can be large or run the other way;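 also: plate controls were no enzyme wells and a reference inhibitor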
Target sequence (P00352 whole entry, looked up): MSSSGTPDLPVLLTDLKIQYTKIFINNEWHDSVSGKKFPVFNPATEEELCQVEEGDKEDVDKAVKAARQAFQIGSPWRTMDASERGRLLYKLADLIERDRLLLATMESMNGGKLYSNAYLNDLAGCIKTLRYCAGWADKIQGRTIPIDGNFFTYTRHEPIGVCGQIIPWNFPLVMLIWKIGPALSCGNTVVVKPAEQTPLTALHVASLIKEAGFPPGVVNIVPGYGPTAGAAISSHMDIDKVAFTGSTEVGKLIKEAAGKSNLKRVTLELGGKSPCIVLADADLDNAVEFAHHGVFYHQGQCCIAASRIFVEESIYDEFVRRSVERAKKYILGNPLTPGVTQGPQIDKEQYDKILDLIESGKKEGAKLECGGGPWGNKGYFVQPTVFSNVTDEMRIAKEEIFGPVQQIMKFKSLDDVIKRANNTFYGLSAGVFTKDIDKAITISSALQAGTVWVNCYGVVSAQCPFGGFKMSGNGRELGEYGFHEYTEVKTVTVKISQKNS
HttQ103 aggreg: qHTS Multiplex Assay to Identify Dual Action Probes in a Cell Model of Huntington: Aggregate Formation (GFP). PC12 HttQ103-GFP aggregates, Acumen cytometry, 40 h. Potency, µM (titrated, usually from 46.1 µM), for inactives: at the highest dose activity change, negative = inhibition, most hits filed as inhibitors. 220,000 tested, 1.1% active. AID 1688, 2009; also: % is scaled to controls: 0 for no effect and ±100 for the full control effect; nearly all actives have a fitted effect of over 60% in size
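PC12 cells stably carrying ecdysone-inducible HTT exon 1 Q103–GFP were induced with tebufenozide (100 nM final) and treated with library compounds in titration. GFP aggregates in lysates were counted by laser scanning cytometry.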
Tau fluor cs: Counterscreen qHTS for Inhibitors of Tau Fibril Formation, Fluorescence Polarization; tau K18 P301L Alexa594 fluorescence, heparin fibrillization; Potency, µM (highest dose often 57.7 µM), without a hit: at the top dose activity change, negative = decrease; 280,000 tested, 0.93% active; AID 1463, 2008; also: % is scaled to controls: 0 for no effect and ±100 for the full control effect; nearly all actives have a fitted effect of over 55% in size
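Human tau K18 P301L (15 uM unlabeled, 0.24 uM Alexa 594-labeled) in 100 mM sodium acetate pH 7 with 20 uM heparin, 6 hr at 37 C. ThT 30 uM added, 1 hr ambient; Alexa 594 FP and total fluorescence read at 555/632 nm.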
SMN2 splice up: qHTS Assay for Enhancers of SMN2 Splice Variant Expression; HEK293 SMN2-luciferase splicing reporter, luminescence, 30-36 h; Potency, µM (highest dose often 46.1 µM), for the others: at the top dose activity change, positive = activation, most hits filed as activators; 210,000 tested, 2.8% active; AID 1458, 2008; also: % of control where 0% means no effect; nearly all actives have a fitted effect of over 55% in size
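HEK293 cells carry an SMN2 minigene-luciferase reporter in which exon 7 inclusion puts luciferase in frame. Cells were seeded at 2000 cells/well, attached for 10-12 hours, then exposed to compounds for 30-36 hours at 37C before ONE-Glo luminescence.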
Numbers without * were called inactive; u = inconclusive; x = not tested or not shown; [ ] = dose if it differs, or a comment. Unless noted, calls follow the shape of the dose curve; as a rule, active = well fitted curve in the direction sought with a large enough effect; inconclusive = small, poorly fitted or top-dose-only effect, or another doubt; inactive = no such curve, though single readings can be large; an effect the other way counts as inactive or inconclusive. Potency is read from the fitted curve at half-maximal effect.

SMILES	Tau fibril ThT	KDM4E inh	Tau FP inhib	HTT ATP protect	ALDH1A1 inh	HttQ103 aggreg	Tau fluor cs	SMN2 splice up
O=C(Nc1cccc(N=Cc2cc(Cl)cc(Br)c2O)c1)c1ccco1	16µM*	5%	-18%	-1%[10 µM]	-1%	-17%	-18%	11%
CC(C)c1csc(CN2CCN(CCc3ccccc3)C(CCO)C2)n1 (stereo unspecified)	-3%	-2%	0%	13%[10 µM]	u	5%[9.22 µM]	-3%	x
O=C(O)CCn1c(C(=O)O)cc2sccc21	-7%	4%	0%	-2%	-11%	10%	-3%	28%
c1ccc(-n2nnc(-c3cccnc3)n2)cc1	-6%	1%	11%	12%[10 µM]	1%	-5%[9.22 µM]	-2%	x
O=C(Nc1cccc2ncccc12)c1cccc(F)c1	-4%	3%	4%	4%	-5%	-5%	5%	-17%
CSc1ccccc1NC(=S)N/N=C/c1cccn1Cc1ccc(F)cc1	1%	7%	10%	29%	u	6%	u	-36%[inhibitor]
C=CCNC(=S)N1CCN(c2ccccc2Cl)CC1	u	-10%	-5%	-12%[10 µM]	x	5%[9.22 µM]	-18%	x
Cc1ccc(-c2ccc(=O)n(CC(=O)NCCN3CCCCC3C)n2)cc1 (stereo unspecified)	-2%	u	-4%	-6%	12%	-9%	-1%	-3%
O=C(CNC(=S)NC(=O)c1ccccc1Br)c1ccccc1	-7%	-6%	-4%	-29%	18µM*	u	-12%	x
Brc1ccc(-c2nnc3ccc(N4CCN(c5ccccc5)CC4)nn23)cc1	-6%	u	11%	7%	-8%	10%	-10%	20%
CC(=O)NC(CCS(C)(=O)=O)C(=O)Nc1cccc(C)c1 (stereo unspecified)	-12%	-3%	-11%	3%[10 µM]	5%	-5%	-2%	-11%
Cc1ccccc1NC(=S)N1CCN(C(=O)c2ccco2)CC1	-5%	4%	-5%	-42%[inhibitor]	-6%	-12%	2%	-12%
O=C(O)CC/C(=N\NC(=O)c1ccccc1Br)c1ccccc1	-3%	16%	-1%	x	5%	-21%	-6%	3%
COC(=O)C1=C(Nc2ccc(C)cc2)C=C(C)C(C(=O)OC)C1c1cccc(OC)c1 (stereo unspecified)	-23%	u	-5%	-3%[1.9 µM]	-2%	-24%	-17%	-39%[inhibitor]
Cc1cc(C=O)c(C)n1-c1ccc2c(c1)OCO2	u	-11%	-5%	7%[10 µM]	1.4µM*	19%[9.22 µM]	-19%	x
CCOC(=O)c1cnc(COc2ccc(OC)cc2)[nH]c1=O	-14%	0%	5%	-3%[10 µM]	22%	11%[9.22 µM]	-2%	x
COc1ccccc1N1CSC2=C(C#N)C(c3ccc(SC)cc3)CC(=O)N2C1 (stereo unspecified)	28µM*	22µM*	u	-34%[inhibitor]	8.9µM*	12%	-24%	-6%
OCCN1CCOCCOCCN(CCO)CCN(CCO)CC1	-1%	u	4%	3%	u	-7%	5%	13%
O=C(CSc1nc2ccccc2[nH]1)Nc1c(F)c(F)c(F)c(F)c1F	-17%	-2%	-7%	2%	5%	11%	-15%	x
CCOCCCn1cnc2c([nH]c3cc(OC)ccc32)c1=O	-7%	-10%	-4%	-22%	-6%	3%	-5%	2%
CCCS(=O)(=O)N1CCN(Cc2ccccc2[N+](=O)[O-])CC1	-6%	u	-6%	x	8.9µM*	x	-3%	12%
CO/N=C(\C(=O)NC1C(=O)N2C(C(=O)OCOC(=O)C(C)(C)C)=C(/C=C\c3scnc3C)CSC12)c1csc(N)n1 (stereo unspecified)	u	-7%	-13%	-3%	0.35µM*	x	-12%	3%
O=C(N/N=C/c1ccccc1OC(=O)c1ccc2c(c1)OCO2)c1ccccc1	-9%	-17%	u	-73%[inhibitor][10 µM]	u	5µM*	-14%	x
CC1(C)Cc2c(c(N3CCOCC3)nc3sc4c(=O)[nH]cnc4c23)CS1	-17%	u	1%	-18%	u	21%	-15%	-2%
CC(c1ccccc1)n1cc(C(=O)NCCN2CCOCC2)nn1 (stereo unspecified)	-9%	2%	-5%	-10%[10 µM]	-7%	-3%	-5%	u
COc1ccccc1C(=O)N1CCN(Cc2nc3cc([N+](=O)[O-])ccc3n2C)CC1	-13%	-11%	4%	-15%[10 µM]	u	-17%	-6%	-8%
CN1CCc2c(sc3c2C(=O)NC(c2cccs2)N3)C1 (stereo unspecified)	13µM*	u	u	10%[10 µM]	u	4%	-18%	-2%
Cc1ccc(NCC(O)C(O)C(O)CO)c(N=Nc2ccccc2)c1C (stereo unspecified)	2.5µM*	-5%	10%	0%[10 µM]	x	27%[9.22 µM]	13µM*[quencher]	x
COc1ccccc1-c1nnc(SCC(=O)Nc2ccc(S(N)(=O)=O)cc2)n1N	x	10%	-4%	1%[10 µM]	x	-6%[9.22 µM]	-4%	x
CCCn1c(CNS(=O)(=O)c2ccc(C)cc2)nc2ccccc21	-6%	-4%	0%	-19%[10 µM]	2%	22%	-13%	-4%
S=c1[nH]nc(CCc2nc3ccccc3[nH]2)n1-c1ccccc1	-4%	-5%	0%	-1%[10 µM]	4%	-1%[9.22 µM]	7%	-5%
COc1ccccc1-c1ccc(NC2CCCCC2)nn1	-9%	-18%	1%	-17%[10 µM]	-5%	-2%	-5%	10µM*
COc1ccc2[nH]c(=O)c(COC(=O)c3cccs3)cc2c1	-3%	u	-4%	-10%[10 µM]	u	-3%	-5%	-1%
Cc1ccc(OCCCN2C(=O)C(=O)c3cccc(C)c32)cc1	u	1%	3%	-42%[inhibitor]	0.071µM*	-10%	-12%	-22%
CCOC(=O)C1(CCc2ccccc2)CCN(C(=O)CN2C(=O)CSC2=O)CC1	9%	-1%	14%[2.34 µM]	18%[10 µM]	5%	1%[9.22 µM]	16%[2.34 µM]	x
O=C(O)c1ccccc1N=Cc1c(O)n(-c2nccs2)c(=O)c2ccccc12	u	u	1%	8%[10 µM]	x	-13%[9.22 µM]	-20%	x
CSc1ccc(S(=O)(=O)NCc2ccccc2)cc1	-12%	6%	-3%	2%	u	5%	-18%	-20%
O=C(Cc1cccs1)Nc1c(C(=O)Nc2ccc(F)cc2)oc2ccccc12	4%	x	-17%	x	x	x	u	7%
CN(C(=O)CSc1nnc(-c2ccncc2)n1-c1ccccc1)C1CCS(=O)(=O)C1 (stereo unspecified)	0%	u	-4%	-1%[10 µM]	x	-10%[9.22 µM]	4%	x
N=C1c2ccccc2CN1NC(=O)c1cccc(S(=O)(=O)N2CCCC2)c1	-3%	1%	9%	-3%[10 µM]	2%	-18%	1%	x

Ordered by the number under HttQ103 aggreg (falling): 3 of the compounds above.
| structure | Tau fibril ThT | KDM4E inh | Tau FP inhib | ALDH1A1 inh | HttQ103 aggreg |
| --- | --- | --- | --- | --- | --- |
| CCCn1c(CNS(=O)(=O)c2ccc(C)cc2)nc2ccccc21 | -6% | -4% | 0% | 2% | 22% |
| CSc1ccc(S(=O)(=O)NCc2ccccc2)cc1 | -12% | 6% | -3% | u | 5% |
| CC(c1ccccc1)n1cc(C(=O)NCCN2CCOCC2)nn1 (stereo unspecified) | -9% | 2% | -5% | -7% | -3% |

Later entries.
SMILES	Tau fibril ThT	KDM4E inh	Tau FP inhib	HTT ATP protect	ALDH1A1 inh	HttQ103 aggreg	Tau fluor cs	SMN2 splice up
CCOC(=O)C1CCCN(C(=O)COc2ccc(N(C)S(=O)(=O)c3ccc(F)cc3)cc2)C1 (stereo unspecified)	0%	-1%	2%	u	3%	3%	-6%	x
O=C1CC(C(=O)N2CCOCC2)C2(CCCC2)O1 (stereo unspecified)	-18%	3%	u	-4%[0.074 µM]	10%	-8%	-6%	3%
CCc1ccc(NC(=O)Nc2cccs2)cc1	u	-1%	11%	-67%[inhibitor]	-11%	u	u	14µM*
O=C(NC(=S)Nc1ccc2c(c1)C(=O)c1ccccc1C2=O)c1ccc(F)cc1	u	9%	6%	-51%[inhibitor][10 µM]	11µM*	u	u	11µM*
COc1ccc(NC(=O)c2oc3ccccc3c2NC(=O)C(C)(C)C)cc1	-13%	-8%	6%	-11%[10 µM]	u	-16%	u	-12%
CCOC(=O)c1c[nH]c2c3c(ccc2c1=O)CCCC3	u	u	-1%	-39%[inhibitor]	-10%	7%	-10%	-1%
COc1ccc(CCN2CC(C(=O)NCc3ccc(F)cc3)CC2=O)cc1OC (stereo unspecified)	-1%	8%	9%	-24%[10 µM]	x	-14%[9.22 µM]	-4%	x
COc1ccc(Cn2c(-c3ccco3)nc3oc4cc(OC)ccc4c(=O)c3c2=O)cc1	u	3%	1%	-13%	-1%	14%	-10%	4%
O=c1[nH]ncc2c3ccccc3n(Cc3ccccc3)c12	0%	u	-6%	6%	-6%	-11%	-5%	-25%
O=C(Nc1ccc(-c2nc3ccccc3[nH]2)cc1)c1c(F)c(F)c(F)c(F)c1F	1%	u	-17%	-9%	0%	18%	-4%	-2%
CCCn1nc(C(=O)N2CCCc3ccccc32)c2ccccc2c1=O	-7%	3%	5%	-28%	0%	3%	-9%	-7%
O=C(Nc1ccc(N2CCN(C(=O)c3ccco3)CC2)cc1)c1ccco1	u	4%	4%	0%[10 µM]	-3%	-2%[9.22 µM]	-5%	2%
CCn1c(O)c(/C=C2\C=Nc3ccccc32)sc1=O	-14%	-4%	5%	x	u	0%	-25%	22µM*
CCOc1nnnc2c1sc1nc(N3CCOCC3)c3c(c12)CCCC3	-7%	0%	5%	-5%	9%	11%	-10%	-28%
CCC(=O)NCCCCNC(=O)CC	-3%	2%	-1%	-4%	4%	-31%	3%	30%

From PubChem BioAssay

The list is partial. The share of hits here may be higher or lower than overall.
